RBX1-CUL1 inh – inhibitors of human ROC1-CUL1 ubiquitin ligase activity; E3 ubiquitin-protein ligase RBX1 (Homo sapiens) + Cullin-1 (Homo sapiens), P62877+Q13616; in vitro K48 di-Ub FRET, acceptor:donor ratio, 45 min; inhibition, % at 10 µM; hit rate 0.6% among 140,000; AID 1347404, 2020; in the data active = inhibition above about 25%
Target sequence (P62877 whole entry, looked up): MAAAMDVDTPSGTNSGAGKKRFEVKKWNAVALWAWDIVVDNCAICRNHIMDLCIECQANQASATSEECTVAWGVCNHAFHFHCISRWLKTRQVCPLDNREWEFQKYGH
Target sequence (Q13616 whole entry, looked up): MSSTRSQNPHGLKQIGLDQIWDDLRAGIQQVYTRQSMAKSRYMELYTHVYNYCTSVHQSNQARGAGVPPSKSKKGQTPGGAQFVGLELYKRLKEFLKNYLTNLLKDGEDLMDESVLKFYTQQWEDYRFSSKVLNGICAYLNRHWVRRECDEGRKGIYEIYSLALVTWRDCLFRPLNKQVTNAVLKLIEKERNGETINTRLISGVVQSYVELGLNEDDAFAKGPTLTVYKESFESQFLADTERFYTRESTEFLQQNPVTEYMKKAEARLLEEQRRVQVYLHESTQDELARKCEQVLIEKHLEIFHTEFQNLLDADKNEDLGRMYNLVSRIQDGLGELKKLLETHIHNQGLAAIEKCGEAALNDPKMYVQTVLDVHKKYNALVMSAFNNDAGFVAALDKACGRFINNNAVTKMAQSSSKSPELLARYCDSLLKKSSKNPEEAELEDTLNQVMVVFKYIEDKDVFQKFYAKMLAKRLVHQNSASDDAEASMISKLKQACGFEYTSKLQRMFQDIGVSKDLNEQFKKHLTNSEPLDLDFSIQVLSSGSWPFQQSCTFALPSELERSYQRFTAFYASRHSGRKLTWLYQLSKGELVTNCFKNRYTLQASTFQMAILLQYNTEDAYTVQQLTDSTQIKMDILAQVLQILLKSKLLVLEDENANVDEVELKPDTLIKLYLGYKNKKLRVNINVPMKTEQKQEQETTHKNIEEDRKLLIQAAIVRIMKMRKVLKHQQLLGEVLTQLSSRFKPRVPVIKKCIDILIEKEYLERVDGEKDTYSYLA
Active calls of the source: *.

molecule,RBX1-CUL1 inh
Cc1ccc2c(c1)CN(C(=O)c1ccc(F)c(F)c1)CC(C)O2 (stereo not drawn),2
CCN(CC)CCN(CC)C(=O)CC1(c2ccccc2)CC(=O)N(CCCOc2cccnc2)C1=O (stereo not drawn),7
N#Cc1ccc(CSc2nc3c(c(=O)[nH]2)CCC3)cc1,-11
CCOc1cccc(NC(=O)C2CC(=O)N(C)C(=Nc3ccc(F)cc3)S2)c1 (stereo not drawn),3
Cc1csc2nc(CCNS(=O)(=O)c3ccc(F)cc3)cn12,1
COc1ccc(-c2c3c(nc4sc(C(=O)Nc5cccc(OC)c5)c(N)c24)CC(C)(C)CC3=O)cc1,7
NC(=O)c1c(NC(=O)CSc2nc(-c3cccs3)cc(C(F)(F)F)n2)sc2c1CCCC2,-18
O=C(Nc1ccc(N2C(=O)c3cccnc3C2=O)cc1)c1ccco1,-5
O=C1CCc2cc(S(=O)(=O)NCc3ccc(F)cc3)cc3c2N1CC3,-1
Cn1cc(/C=C\C(=O)NCc2ccc3c(c2)OCO3)cn1,-3
CCCSc1nc2scc(-c3ccc(OC)cc3)c2c(=O)[nH]1,-2
COC(=O)NCCOC(c1ccc(F)cc1)c1ccc(Cl)cc1 (stereo not drawn),5
CC(=O)c1ccc(Nc2nc3c(S(=O)(=O)c4ccccc4)nnn3c3ccc(Cl)cc23)cc1,-2
O=C(c1ccccc1F)N1CCC(C(=O)N2CCCc3ccccc32)CC1,-6
Cc1cccc(C(=O)N2CCc3cc(S(=O)(=O)N4CCOCC4)ccc32)c1,-6
CC(C)(C)OC(=O)N1CCC(c2c(C(=O)N3CCN(c4ccc(Cl)cc4)CC3)cnn2-c2ccc(F)cc2F)CC1,4
CC1(C)CC(=O)C2=C(C1)N(c1ccccc1)C(=O)C2(O)C(F)(F)F (stereo not drawn),5
O=C1CCC(=O)N1c1ccc(S(=O)(=O)N2CCN(c3ccccc3)CC2)cc1,1
CN1N=C(C(C)(C)C)CSC1=O,0
O=C(O)C1CS(=O)(=O)C2CCCCC12 (stereo not drawn),-4
Cc1nc(N2CCC(N(C)C(C)C)CC2)nc2cc3c(cc12)CCC3,4
C=CCNC(=O)C(C)N1c2cccc3cccc(c23)S1(=O)=O (stereo not drawn),1
Cc1ccc(Oc2ncccc2CNC(=O)CCC(=O)N(C)C)cn1,4
FC(F)(F)c1ccccc1CN1CCN(Cn2nc(C34CC5CC(CC(C5)C3)C4)oc2=S)CC1,1
Cc1cc(NC(=O)C2CCCCC2)sn1,4
O=C(CSCCO)Nc1ccc(C23CC4CC(CC(C4)C2)C3)cc1,0
COc1ccc2c(c1)-c1nc(NC(=O)c3ccccc3F)sc1CC2,2
COc1cc(C2C3=C(CCCC3=O)N=C(C)C2C(=O)Nc2ccccc2C)c(OC)cc1Br (stereo not drawn),3
O=C1CC(N2C(=O)S/C(=C\c3ccc(F)cc3)C2=O)C(=O)N1c1ccccc1 (stereo not drawn),11
CN(C(=S)NC(=O)Cc1ccccc1)c1ccccc1,-13
O=C(CSc1nc(-c2ccccc2)c2ccccc2n1)Nc1ccc(F)cc1,-7
Cc1nnc(-c2cccc(NC(=O)C3CCCCN3C(=O)c3ccco3)c2)s1 (stereo not drawn),9
Cc1ccc(S(=O)(=O)NCCSc2nnnn2-c2ccccc2)cc1,6
Cc1cc(=O)n(CC(=O)N2CCN(c3ccccc3F)CC2)c2c1c(C)nn2C,-5
CC1CCc2c(sc(NC(=S)NC(=O)c3cc4ccccc4o3)c2C(N)=O)C1 (stereo not drawn),-13
CCOC(=O)c1ccc(NC(=O)CC2C(=O)N(c3ccccc3)C(=S)N2CCc2ccc(F)cc2)cc1 (stereo not drawn),-4
O=C(Nc1nc(-c2ccccc2)c(-c2ccccc2)s1)c1ccccc1O,-2
O=C(CN1CCN(CCO)CC1)Nc1ccccc1,-2
CCOc1cc(C)c(Cl)cc1S(=O)(=O)NC(C)(C)C,5
COc1ccc(C2NC(=O)C(=O)C2C(=O)c2ccc(Cl)cc2)cc1 (stereo not drawn),2
Cc1cc(NC(=O)c2cc(-c3ccc(Cl)cc3)on2)n(-c2ccccc2)n1,-10
Cc1nc2sc3c(c2c(=O)n1NC(=O)C12CC4CC(CC(C4)C1)C2)CCCC3,-3
Cc1cc(/C=C2/SC(=S)NC2=O)c(C)n1-c1ccccc1,2
O=[N+]([O-])c1c(Oc2cccc(C(F)(F)F)c2)ncnc1Oc1cccc(C(F)(F)F)c1,-3
COc1ccc(C2(c3ccc(OC)cc3)C=Cc3c(c(OC)cc4ccccc34)O2)cc1,-1
CCc1cccc(C)c1NC(=O)CCn1nc(C)c2c(C)n(-c3ccccc3)nc2c1=O,2
COc1ccccc1CNC(=O)CN1C(=O)CSc2c1c(C)nn2-c1ccccc1,-8
Clc1ccc(CN2CCCn3c2nc2ccccc23)c(Cl)c1,-3
CCn1cc([N+](=O)[O-])c(C(=O)N2N=C(c3ccc4ccccc4c3)CC2c2ccccc2O)n1 (stereo not drawn),3
Cc1nn(C)c(C)c1CCNC(=O)Nc1ccccc1C(F)(F)F,5
Cc1ccc(C)c(OCC(=O)NCc2ccco2)c1C,-5
CN(Cc1ccc(F)cc1)c1ccc(OCC(=O)N2CCC(OCc3ccccn3)CC2)nn1,1
C/C(=N\NC(=O)c1sc2ccccc2c1Cl)c1ccco1,1
COc1ccc(-c2c(C)[nH]n3c(=O)cc(CCc4cc(=O)[nH]o4)nc23)cc1,-12
Cc1ccc(S(=O)(=O)N2CCN(C(=O)c3ccco3)CC2)cc1C,-3
CCCCC[n+]1cccc(C(=O)N2C3C(=O)NC(NC(=O)C(C)C)=NC3=NC(C)C2C)c1 (stereo not drawn),12

Continuation:
molecule,RBX1-CUL1 inh
Clc1ccc(/C=C/C2SCCCS2)cc1Cl,4
CN(Cc1ccccc1)C(=O)c1cc(-c2ccccc2)on1,8
Cc1ccc(C(=O)C2C(=O)Oc3ccccc3C2=O)cc1 (stereo not drawn),-8
CC(=O)Nc1cc(-c2ccc(Br)cc2)nn1-c1ccccc1,1
CCc1ccc(C(=O)c2cn(CC(=O)NC3CCCCC3)c3nc(C)ccc3c2=O)cc1,2
C=CCn1c(COc2ccccc2)nnc1SCC(=O)Nc1cccc(F)c1,-2
CCCCNC(=O)CSc1nc2ccccc2nc1Cc1ccccc1,-11
Cc1cccc(Cn2c(=O)n(Cc3ccccc3)c(=O)c3oc4ccccc4c32)c1,-9

Structures from the list above that contain a nitro group on carbon:
molecule,RBX1-CUL1 inh
O=[N+]([O-])c1c(Oc2cccc(C(F)(F)F)c2)ncnc1Oc1cccc(C(F)(F)F)c1,-3
CCn1cc([N+](=O)[O-])c(C(=O)N2N=C(c3ccc4ccccc4c3)CC2c2ccccc2O)n1 (stereo not drawn),3

(more compounds)
molecule,RBX1-CUL1 inh
CNC(c1ccccc1)C1c2cccc3cccc(c23)C1O (stereo not drawn),8
Cc1csc2nc(-c3cccc(NS(C)(=O)=O)c3)cn12,2
CCc1nnc(NC(=O)C(CC(C)C)N2C(=O)c3ccccc3C2=O)s1 (stereo not drawn),2
COc1ccccc1Oc1ncccc1CNC(=O)c1n[nH]c2ccccc12,-2
CCN(CC)C(=O)Cn1c(=O)nc(-c2ccccc2F)c2cc(Cl)ccc21,3
Cc1ccc(CSc2ncc(Cl)c(C(=O)NCCc3ccc(S(N)(=O)=O)cc3)n2)cc1,-14
COc1ccc(-c2cc(C(=O)NC(C)C3CC4CCC3C4)c3ccccc3n2)c(OC)c1 (stereo not drawn),4
CCOc1ccc(CCNC(=O)CCc2cn(Cc3ccc(C)cc3)c3ccccc23)cc1,-4

Further results
Structure	RBX1-CUL1 inh
Cc1ccccc1NS(=O)(=O)Cc1ccccc1Cl	7
CCCC1(O)CC(c2ccccc2)NC(c2ccccc2)C1CC (stereo not drawn)	1
O=C(Nc1ccccc1Sc1ncnc2scc(-c3ccccc3)c12)c1ccco1	9
Cc1cc2c(c(=O)n1CCc1ccccc1)C(c1ccccc1F)C(C#N)C(=N)O2 (stereo not drawn)	9
O=C(C1CC1)N1CCCN(C(=O)C2CC2)CC1	-7
Cc1ccc(-c2cc3ncc(C(=O)c4cc([N+](=O)[O-])ccc4O)cn3n2)cc1	-4
COc1ccc(/C=N\NC(=O)c2cccnc2)cc1COc1ccc(Cl)cc1	0
CCOC(=O)CNS(=O)(=O)c1cc(-c2nnc(Nc3cccc(O)c3)c3ccccc23)ccc1C	-1
CC1=C(C(=O)N2CCN(c3cccc(C(F)(F)F)c3)CC2)C2(CCCCC2)OC1=O	-1
COc1cc(CN(C(=O)c2ccccc2)c2ccccn2)cc(OC)c1OC	-1
CCC(=O)N1CCc2cc(CNC(=O)Nc3cc(OC)c(OC)c(OC)c3)ccc21	-6
Cc1ccc(-c2nc(C3=CC4C(=O)CC(C)(C)CC4=NC3=O)sc2C)cc1 (stereo not drawn)	-1
c1ccc(NC2CCCN(C3CCOCC3)C2)cc1 (stereo not drawn)	9
O=C(CSc1ccc(Br)cc1)Nc1ccc2[nH]c(=O)[nH]c2c1	3
Cn1cnc([N+](=O)[O-])c1Sc1ccncn1	-6
CC(C)N(Cc1nccn1C)C(=O)c1ccc2nc(C3CC3)oc2c1	7
COC(=S)c1csc2nnsc12	-9
Cc1ccccc1CCNCc1c(C(=O)O)c(C)n(Cc2c(F)cccc2Cl)c1C	-2
Fc1ccc(-c2cnnc(NCCc3ccc(Cl)cc3)n2)cc1	7
O=C(CN1C(=O)COc2ccc(S(=O)(=O)N3CCCCC3)cc21)NCCc1ccc(Cl)cc1	-3
O=C(CC(c1ccccc1)c1ccccc1)Nc1nccs1	-10
O=C(COc1ccccc1F)Nc1nnc(SCC2=Nc3ccccc3C(=O)C2)s1	6
O=C(CSc1nnc(Cn2nnc(-c3ccccc3)n2)n1-c1ccccc1)Nc1ccc(F)cc1	3
O=C(CC1(c2ccccc2)CC(=O)N(CCCOc2cccnc2)C1=O)N1CCc2ccccc2C1 (stereo not drawn)	0
COC(=O)C1=C(C(=O)OC)C2CCC1CC2	0
O=C1C2CN=NC2C(=O)N1C1CCCC1 (stereo not drawn)	-8
Cc1c(C(=O)Nc2cc(F)cc(F)c2)cnn1-c1ccccc1	-7
CCN(CC)S(=O)(=O)C1CC2c3ccccc3C1c1ccccc12 (stereo not drawn)	11
COc1ccc(CNC(=O)c2nn(C)c3c2CSc2ccccc2-3)cc1	-2
Cc1ccc(CNC(=O)CC2C(=O)NCCN2Cc2ccccn2)cc1F (stereo not drawn)	6
CCc1ccc(CNC(=O)c2nn(-c3ccc(C)c(C)c3)nc2CO)cc1	0
Cc1cccc(Cn2cnc3c(oc4ccccc43)c2=O)c1	0
COc1ccc(-c2nn(CNc3cccc(C(F)(F)F)c3)c(=S)o2)cc1OC	-1
Cc1ccc(-c2ccc(/C=C3/SC(N4CCN(c5cccc(C)c5)CC4)=NC3=O)o2)cc1	11
CCOC(=O)c1c(NC(=O)c2cccnc2)sc(C)c1-c1ccc(Cl)cc1	-6
Cc1ccc(CCNC(=O)CN(c2ccc(C)cc2)S(=O)(=O)c2c(C)noc2C)cc1	-4
CCCCNC(=O)N1CCN(Cc2ccccc2)CC1	10
Cc1ccc(NC(=O)COc2ccc3oc4c(c3c2)CCCC4)c(C)c1	5
Cc1ccc(-c2nc3ccccc3o2)cc1NC(=O)c1cccc2c(Cl)cccc12	-13
O=[N+]([O-])c1cc(-c2ccc(C=NNc3nncn3/N=C\c3ccc(-c4ccc(Cl)c([N+](=O)[O-])c4)o3)o2)ccc1Cl	7
O=C(C1CCOCC1)N1CCC2(CCCN(CCc3ccccc3)C2)C1 (stereo not drawn)	-4
COc1ccc(CCCC(=O)N/N=C/c2ccc(OC(C)=O)cc2)cc1C	-11
Cc1ccc(-c2nc(-c3cc4cccc(OCc5cccc(C)c5)c4oc3=O)no2)cc1	-11
Cc1cc(C)cc(NC(=O)C(=O)NCCc2sc(-c3cccc(F)c3)nc2C)c1	-2
Cn1nc(C(=O)N2CCN(c3ccccc3F)CC2)c2c1-c1ccccc1S(=O)(=O)C2	3
Nc1nn(-c2ccccc2)nc1C(=O)OCc1c(F)cccc1Cl	5
Cc1[nH]c2c(C)ccc(C)c2c(=O)c1CN1CCCC1	4
COc1cccc(-c2cnc(-c3ccncc3)nc2C2CCN(Cc3cccc(F)c3F)CC2)c1	8
CC(O)c1ccc(NC(=O)c2nn3c(c2Cl)NC(c2ccc(Br)cc2)CC3C(F)(F)F)cc1 (stereo not drawn)	2
COc1cccc(-c2ccc3c(N)c(C(=O)Nc4ccc(Cl)cc4Cl)sc3n2)c1	0
CN(C)c1nc(F)c(F)c(S(=O)(=O)c2ccccc2)c1F	16
CCOc1ccc(NC(=O)CSc2nnc(-c3ccc(N)cc3)n2CC)cc1	1
CCOc1cc(C#N)c(NC(=O)c2ccc(OC)c(S(=O)(=O)N3CCCC3)c2)cc1OCC	9
COC(=O)C(O)(c1c(-c2ccccc2)n(C)c2ccccc12)C(F)(F)F (stereo not drawn)	2
CC(=O)N[C@@H](CC(C)C)C(=O)N1CCCC(c2[nH]ncc2-c2ccc(F)c(F)c2)C1 (stereo partly drawn)	6

A second format for 3 compounds above:
Compound: Cc1ccc(-c2nc(-c3cc4cccc(OCc5cccc(C)c5)c4oc3=O)no2)cc1
- RBX1-CUL1 inh: -11
Compound: COC(=O)C(O)(c1c(-c2ccccc2)n(C)c2ccccc12)C(F)(F)F (stereo not drawn)
- RBX1-CUL1 inh: 2
Compound: Nc1nn(-c2ccccc2)nc1C(=O)OCc1c(F)cccc1Cl
- RBX1-CUL1 inh: 5

Some of the entries so far, as labelled records.
structure: CCCCNC(=O)N1CCN(Cc2ccccc2)CC1
  RBX1-CUL1 inh: 10
structure: Cc1ccc(NC(=O)COc2ccc3oc4c(c3c2)CCCC4)c(C)c1
  RBX1-CUL1 inh: 5

From PubChem BioAssay

Only part of the results is shown; count on the stated rates, not on these rows.
